Bioassay records: PubChem BioAssay, National Center for Advancing Translational Sciences (NCATS)
KDM5B inhibitor: Primary screen for KDM5B Histone Demethylases FDH-coupled qHTS | 220,000 compounds, 2.6% hits | KDM5B demethylase, FDH-coupled NADH fluorescence (FDH is formaldehyde dehydrogenase) | Potency, µM (highest dose often 57.7 µM), inactives show top-dose activity change, negative = inhibition, usual class: inhibitors; active means well fitted inhibition curve with a large enough effect; inconclusive means small, poorly fitted or top-dose-only effect; inactive means no such curve, though single readings can be large or run the other way; further: 0% is about no effect; nearly all actives have a fitted effect of over 70% in size
Target sequence (Q9UGL1 whole entry, looked up): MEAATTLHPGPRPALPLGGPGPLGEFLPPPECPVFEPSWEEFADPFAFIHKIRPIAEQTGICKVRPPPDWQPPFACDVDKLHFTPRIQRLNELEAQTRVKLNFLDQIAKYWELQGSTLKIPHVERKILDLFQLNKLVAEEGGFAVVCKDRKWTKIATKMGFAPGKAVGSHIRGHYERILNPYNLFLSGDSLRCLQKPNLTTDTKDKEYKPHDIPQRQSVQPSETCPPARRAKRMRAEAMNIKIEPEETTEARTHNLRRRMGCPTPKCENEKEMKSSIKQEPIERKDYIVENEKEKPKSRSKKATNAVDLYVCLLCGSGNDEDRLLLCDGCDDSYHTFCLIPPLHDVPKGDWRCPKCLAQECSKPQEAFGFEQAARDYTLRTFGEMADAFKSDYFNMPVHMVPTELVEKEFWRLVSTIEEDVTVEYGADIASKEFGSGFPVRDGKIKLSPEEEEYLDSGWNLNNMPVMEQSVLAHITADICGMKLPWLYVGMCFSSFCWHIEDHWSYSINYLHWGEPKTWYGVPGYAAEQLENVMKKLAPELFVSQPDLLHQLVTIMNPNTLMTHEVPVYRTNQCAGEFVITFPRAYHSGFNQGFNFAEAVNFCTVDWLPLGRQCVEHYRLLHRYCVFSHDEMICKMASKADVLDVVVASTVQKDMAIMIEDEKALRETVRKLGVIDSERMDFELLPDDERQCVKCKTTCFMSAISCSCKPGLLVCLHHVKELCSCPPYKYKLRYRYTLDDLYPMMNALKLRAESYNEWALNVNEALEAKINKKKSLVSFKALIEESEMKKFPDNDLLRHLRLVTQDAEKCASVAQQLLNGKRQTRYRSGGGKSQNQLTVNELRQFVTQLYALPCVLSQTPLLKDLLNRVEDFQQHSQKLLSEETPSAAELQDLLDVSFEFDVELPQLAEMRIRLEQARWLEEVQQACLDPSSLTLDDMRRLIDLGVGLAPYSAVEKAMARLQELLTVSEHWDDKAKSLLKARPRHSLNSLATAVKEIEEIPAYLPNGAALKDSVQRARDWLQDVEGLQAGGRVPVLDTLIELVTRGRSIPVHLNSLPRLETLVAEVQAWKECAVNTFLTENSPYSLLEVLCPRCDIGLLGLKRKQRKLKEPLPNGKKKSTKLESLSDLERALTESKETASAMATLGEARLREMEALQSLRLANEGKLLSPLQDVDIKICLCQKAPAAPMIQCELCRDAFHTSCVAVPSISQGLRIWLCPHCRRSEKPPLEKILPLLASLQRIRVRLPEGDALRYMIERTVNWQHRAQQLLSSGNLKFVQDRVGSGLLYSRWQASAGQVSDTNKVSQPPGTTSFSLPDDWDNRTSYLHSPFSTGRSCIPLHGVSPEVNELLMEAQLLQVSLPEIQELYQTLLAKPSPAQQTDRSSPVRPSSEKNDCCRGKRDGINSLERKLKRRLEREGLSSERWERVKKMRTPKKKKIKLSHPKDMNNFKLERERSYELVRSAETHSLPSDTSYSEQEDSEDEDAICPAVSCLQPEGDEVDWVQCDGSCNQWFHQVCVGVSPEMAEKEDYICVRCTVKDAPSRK
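KDM5BΔAP (200 nM final) in 50 mM HEPES pH 7.5, 0.01% Tween-20 was preincubated 10 min at RT with compound over a concentration range. Substrate mix (H3K4me3 12.5 µM, α-KG 25 µM, Fe²⁺, ascorbate, NAD⁺, FDH) was added, and NADH fluorescence change over 30 min gave dose-response curves.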
Numbers without * were called inactive; i = inactive; u = inconclusive; [ ] = dose if it differs, or a comment. Potency means the concentration at half of the fitted maximal effect. Not all compounds are listed; count on the stated rates, not on these rows.

Sample of the layout (two entries):
SMILES | KDM5B inhibitor
COc1cccc(NC(=O)c2ccc(N3C(=O)C4CC=C(C)CC4C3=O)cc2)c1 (configuration not stated) | 39%[activator]
CS(=O)(=O)Cc1ccc(C(=O)Nc2cc(F)ccc2F)cc1 | 13%

This part in full, repeating the preview:
SMILES | KDM5B inhibitor
COc1cccc(NC(=O)c2ccc(N3C(=O)C4CC=C(C)CC4C3=O)cc2)c1 (configuration not stated) | 39%[activator]
CS(=O)(=O)Cc1ccc(C(=O)Nc2cc(F)ccc2F)cc1 | 13%
O=C(CC1CCCC1)Nc1ccc(Br)cc1 | 15%
CCNC(=O)NC(=O)C(C)Sc1ccc(F)cc1 (configuration not stated) | -1%
CCCNC(=O)c1ccc2nc(-c3ccc(C)cc3)cc(OC)c2c1 | 4%
COc1ccc(C(=O)N2CC(c3nnc(-c4ccncc4)o3)C3(CCOCC3)C2)cn1 (configuration not stated) | 19%
COc1cccc(-c2ccccc2NC(=O)C2CCN(Cc3cc(F)ccc3F)CC2)c1 | u
COc1ccc(-c2cc(C(=O)NCC(c3ccccc3)N(C)C)c3ccccc3n2)cc1OC (configuration not stated) | 0%
Cc1ccc(NC(=O)CN(C)S(=O)(=O)c2cccc3cccnc23)c(C)c1 | -6%
Cc1nc(C)n(CCNC(=O)c2cnc(-c3cccnc3)nc2)n1 | 21%
CC(=O)Cc1nsc(NC(=O)c2oc(-c3ccccc3Cl)cc2C)n1 | u
Cc1cc(C(=O)N2CC(N(C3CCOCC3)S(C)(=O)=O)C2)nn1C | -6%
O=C(N/N=C/c1ccc([N+](=O)[O-])cc1)c1ccccc1OCc1ccccc1 | 9%
CSc1cccc(NC(=O)c2ccc3c(c2)N(C)C2CCCN2C3=O)c1 (configuration not stated) | u
CN(C)C(=O)c1ccc(OC2CCN(C(=O)c3c(F)cccc3F)CC2)nc1 | -14%
CC(O)CNS(=O)(=O)c1ccc(-c2ccc(S(=O)(=O)NCC(C)O)cc2)cc1 (configuration not stated) | 22%
COc1ncccc1CN1CCC2(CC1)OC(=O)N(Cc1ccc(O)cc1)C2(C)c1ccccc1 (configuration not stated) | -5%
O=C(c1cnccn1)N1CCC(n2cc(-c3nc(-c4ccccc4)no3)nn2)CC1 | 31%[activator]
O=C1[C@@H]2C[C@@H](CN2C(=O)c2ccccc2)Oc2ccccc2N1Cc1ccccc1 | 26%[86.2 µM]
Cc1cc(NC(=O)COC(=O)C2(c3ccccc3)CC2)no1 | -7%
Fc1c(F)c(F)c(N=Cc2ccsc2)c(F)c1F | -8%
CCN(Cc1ccccc1)Cc1nnc2cc(-c3nc(-c4ccccc4)no3)ccn12 | u
COCCCNC(=S)Nc1ccc(C)cc1 | 34%
Cc1nc(C(=O)NCC(=O)c2ccccc2)c(C(F)(F)F)o1 | 18%
Cn1c(=O)n(C)c2cc(/C=N/NC(=O)c3cc4cc(Br)ccc4o3)ccc21 | u
O=C(Nc1ccc([C@@H](O)[C@H]2COCC(=O)N2Cc2ccccc2)cc1)c1ccc(F)cc1 | -3%[86.2 µM]
Cc1cccc(-c2cc(NC(=O)COc3ccccc3F)n(-c3ccccc3)n2)c1 | 8%
O=C(c1cccc(F)c1)N1CCC2(CC1)NC(=O)N(Cc1ccc(F)cc1)C2=O | -17%
CCC(C)NC(=O)N1CC(n2cc(C(=O)N(C)CCOC)nn2)C1 (configuration not stated) | 23%
CCc1nnc(SCC(=O)Nc2cc(OC)ccc2OC)nc1CC | 9%
Cc1onc(C(=O)N2CCc3c(c(-c4nncn4-c4ccccc4)nn3C)C2)c1CN1CCCCC1 | -25%
Cc1nc(SCC(=O)Nc2cccc(S(=O)(=O)N3CCCC3)c2)n(C2CCCCC2)c1C | 9%
CC(Oc1ccccc1)C(=O)Nc1nc2ccc(S(N)(=O)=O)cc2s1 (configuration not stated) | 2%
O=C(O)c1cc(C2CC2)nc2c1c(=O)[nH]c(=O)n2C1CC1 | 14%
Cc1ccccc1C(C)NC(=O)c1nn(C)c(=O)c2ccccc12 (configuration not stated) | 0%
Cc1sc(NC2CCCC2)nc1-c1ccc(NS(C)(=O)=O)cc1 | u
COc1ccccc1N(CCC#N)C(=O)CN(C)CC(=O)Nc1ccccc1Cl | -12%
O=C(Nc1ccc(F)cc1F)c1nn(Cc2ccccc2)c(=O)c2ccccc12 | 7%
O=C(C1CCOC1)N1CCC(C(=O)O)(n2ccc(-c3ccco3)n2)CC1 (configuration not stated) | -24%
O=C(Nc1ccc(N2CCOCC2)cc1)c1cc(-n2cnnc2)ccc1Cl | 23%
Cc1noc([C@@H]2CN(C(=O)c3cc(C)oc3C)C[C@H]2CO)n1 | 12%
COCC1CN(C(=O)c2ocnc2C)CC12CCNCC2 (configuration not stated) | 12%
Cn1ncc(C(=O)N2CCN(c3ccc(F)cc3)CC2)c1C1CCN(C(=O)OC(C)(C)C)CC1 | -17%
CCOc1ccc(CCNC(=O)c2cn(-c3cccc(OC)c3)c(=O)c3ccccc23)cc1 | u
O=C1NC2(CCN(Cc3ccc(C(F)(F)F)cc3)C2)Oc2ccccc21 (configuration not stated) | 1%
COc1ccccc1C1(c2ccc(O)cc2)CCCC1 | 4%
O=C(CNC(=O)c1cccnc1)N/N=C/c1ccc(O)cc1O | u
CC(Sc1nc2cc(Cl)ccc2s1)C(=O)NCc1ccc2c(c1)OCO2 (configuration not stated) | 9%
CCCn1c2ccccc2c2cnn(CC(=O)NCCN(CC)CC)c(=O)c21 | u
COc1ccccc1-c1cnc(Nc2cncnc2)c2c1CCO2 | -27%[86.2 µM]
CC(NC(=O)C1CCN(C(=O)c2ncn3c2COC(c2ccccc2)C3)CC1)c1ccc(F)cc1 (configuration not stated) | 3%
CC1(C)OC(=O)C(=Cc2ccc[nH]2)C(=O)O1 | 28%
Cc1cc(Cl)ccc1Nc1ncncc1-c1nc(-c2ccccc2)no1 | u
O=c1c2oc3ccccc3c2n(Cc2ccc(F)cc2)c(=O)n1Cc1ccco1 | -13%
CCC(C)(C)NC(=O)c1ccccc1OCc1ccc(Cl)cc1 | 18%
CCNC(=O)[C@@H]1C[C@H](N)CN1C(=O)c1ccc(OC)c(OC)c1 | -1%
Cc1ccc2c(Cn3nnc(-c4ccc(F)cc4)n3)cc(=O)oc2c1C | -17%
Cc1nc2cc(NC(=O)C3CC(=O)N(C4CCCC4)C3)ccc2o1 (configuration not stated) | -29%
CNC(=O)[C@@H]1CN(C(=O)c2ccc3cc[nH]c3c2)C[C@H]1C1CCN(C)CC1 | 20µM*
O=C(CC1COCCN1)NCc1ccc(N2CCCC2=O)cc1 (configuration not stated) | 12%

Gathered by group: the compounds so far with an NH in an aromatic ring
SMILES | KDM5B inhibitor
O=C(O)c1cc(C2CC2)nc2c1c(=O)[nH]c(=O)n2C1CC1 | 14%
CC1(C)OC(=O)C(=Cc2ccc[nH]2)C(=O)O1 | 28%
CNC(=O)[C@@H]1CN(C(=O)c2ccc3cc[nH]c3c2)C[C@H]1C1CCN(C)CC1 | 20µM*

New compounds follow:
SMILES | KDM5B inhibitor
CCOC(=O)c1ccccc1NC(=O)c1cnn(-c2ccc(OC)cc2)c1C1CCN(C(=O)OC(C)(C)C)CC1 | -7%
Cc1noc(C)c1CCC(=O)N1C[C@@H](C)[C@@](C)(O)C1 | 10%
COc1cccc(NC(=O)CSc2nc3c(=O)[nH]cnc3n2-c2ccc(C)cc2)c1 | 8%
O=C(COc1cccc(-n2cnnn2)c1)NC1CCCC1 | 12%
COC(=O)c1c(NC(=O)c2nc3nc(C)cc(C(F)F)n3n2)sc2c1CCCC2 | -15%
CCC(=O)N1CCN(c2oc(/C=C/c3ccc(OC)cc3)nc2C#N)CC1 | u
COc1ccc(C(=O)NCCn2ccn3nc(-c4ccc(F)cc4)cc3c2=O)cn1 | 25µM*
Oc1ccc(N=Cc2cccc3ccccc23)cc1 | u
COc1ccc(C(=O)N[C@@H]2CN(Cc3ccccc3)C[C@H]2CO)cn1 | -8%
CC(=O)N/C(=N/c1nc(C)cc(C)n1)Nc1ccc(F)cc1F | 34%
CC(C)(C)c1ccc(C(=O)N2CCCC3(C2)NC(=O)N(Cc2ccccc2)C3=O)cc1 (configuration not stated) | 10%
Cc1ccc(C2N3CC4(C)CN2CC(C)(C3)C4=O)cc1 (configuration not stated) | -14%
O=C(CC1CCCC1)N1CCC(Cc2nc(C3CC3)n[nH]2)C1 (configuration not stated) | -8%
CC(/C=C/c1ccccc1)=N\OC(=O)c1ccc(Cl)cc1Cl | 24%
CC(Oc1ccc(F)cc1Cl)C(=O)NN (configuration not stated) | 13%
CN1CCCCCCN(Cc2cn(C)c3ccccc23)[C@H]2CCC[C@H]2C1=O | u
CCN(CC)CCNC(=O)C12CCCC=C1N(Cc1ccccc1)C(=O)CC2 (configuration not stated) | -16%
CN(CCc1ccccn1)C(=O)c1ccc(OC2CCN(CCc3ccccc3)CC2)cc1 | -6%
O=C(O)c1ccc2ccccc2n1 | 3%
Cc1ccc(CCNC(=O)c2cc(C)nc3c(C)cccc23)cc1 | u
Cc1ccc(-n2ncc(C(=O)NCCCN3CCCCC3)c2C2CCN(C(=O)OC(C)(C)C)CC2)cc1 | u
NS(=O)(=O)c1ccc(CCNC(=O)c2ccc3nc(Cc4ccccc4)oc3c2)cc1 | 2%
Cc1cccc(C(=O)N2C(C(=O)NCc3ccccc3)COC23CCN(C(=O)CC(C)C)CC3)c1 (configuration not stated) | -6%
Cc1cnc(C(=O)N2CCC(N3C(=O)C4(CCCC4)C3c3ccccc3)CC2)cn1 (configuration not stated) | 13%
COc1ccccc1NS(=O)(=O)c1ccc(-c2cnc(C)o2)cc1 | 0%
Cc1ccnc(NS(=O)(=O)c2ccc3c(c2)CCO3)c1 | -8%
COCCNC(=O)[C@@H]1CCC[C@@H](NC(=O)c2c(-c3ccccc3)noc2C)CN(C)C(=O)C1 | 5%
NC(=O)N1CCCC(C(=O)N2CCN(Cc3cccc(O)c3)CC2)C1 (configuration not stated) | 5%
CC(=O)Nc1ccc(S(=O)(=O)Nc2ccc3n(c2=O)C[C@H]2C[C@@H]3CN(Cc3cn(C)c4ccccc34)C2)cc1 | -11%
COc1ccc2c(COC(=O)c3ccccc3OC)cc(=O)oc2c1 | u
Cc1cn(C)c(CC(=O)NCc2ccc(Cl)cc2)c1C(=O)O | -4%
CCCCCn1c(=O)c2c(nc3n2CCN3c2ccc(Br)cc2)n(C)c1=O | -22%
CCc1[nH]nc(C(=O)N2CCCC(Nc3ccc(C(C)C)cc3)C2)c1C (configuration not stated) | u
Cc1nc(-c2c3n(c(=O)n(Cc4ccc(OC(F)(F)F)cc4)c2=O)CCCCC3)no1 | 17%
Cc1nn2c(c1-c1ccccc1Oc1ccccc1)N(C(=O)c1cccc(C#N)c1)CCC2 | -1%[86.2 µM]
Cc1cccc(NC(=O)c2sc3nc4n(c(=O)c3c2C)N=C(c2ccc(F)cc2)CS4)c1C | -19%
Cc1cc(C)nc(SCc2ccc(C(=O)N3CCCC[C@H](N(C)C)C3)o2)n1 | 40%[activator]
COc1ccc2[nH]c(C)c(C(=O)CN3CCC(Cc4ccccc4)CC3)c2c1 | -28%
COC(=O)C1=C(C)OC(n2cccc2)=C(C#N)C1c1cccc(OC)c1OC (configuration not stated) | 20%
CC(C)C[C@H](NC(=O)c1csc2nc(-c3cccc(C(F)(F)F)c3)cn12)C(N)=O | u
O=C1NC2(CCN(Cc3ccsc3)CC2)COc2ccccc21 | u
N#Cc1ccc(COC(=O)c2cnc(Cl)c(Cl)c2)cc1 | 27%
CN1C(=O)CO[C@H]2CN(c3ccc(C#N)cn3)C[C@H]21 | 35µM*
CC(C)(C)C1CCc2c(sc3c2C(c2ccc(O)cc2)CC(=O)N3)C1 (configuration not stated) | -25%
Cc1ccc(N(C)C(=O)CC(C)S(=O)(=O)c2ccc3c(c2)NC(=O)CO3)cc1 (configuration not stated) | -19%
O=C(N[C@H]1CCN2C(=O)c3cc(Br)ccc3NC(=O)[C@@H]2C1)C1CCNCC1 | -27%
CNC(=O)[C@@H]1CN(C(=O)c2ccco2)C[C@H]1COC | -3%
N#Cc1c(-c2cccnc2)cc(-c2ccccc2)nc1N | i
COc1ccc(C(=O)Nc2ccc3c(c2)nc(CCNC(=O)c2ccco2)n3C)cc1 | -26%
Cc1ccccc1Cn1c(CCNC(=O)C(C)C)nc2ccccc21 | -7%
CC(C)CN1CCOC(CNC(=O)C2CCN(c3nc4ccccc4o3)CC2)C1 (configuration not stated) | 0%
CCCCCC(=O)Nc1nc2c(s1)C[C@@H]1[C@](C)(CO)[C@H](O)CC[C@@]1(C)[C@@H]2CC(=O)NCc1cc(F)cc(F)c1 | -9%
O=C(NCCc1ccc(Cl)cc1)c1ccc(CS(=O)Cc2cccc(Cl)c2)o1 (configuration not stated) | u
COc1cccc(/C=C(/C#N)C(=O)c2c(Cl)cccc2Cl)c1 | -7%

Compounds shown so far containing a thiophene ring, fused or not:
SMILES | KDM5B inhibitor
Fc1c(F)c(F)c(N=Cc2ccsc2)c(F)c1F | -8%
COC(=O)c1c(NC(=O)c2nc3nc(C)cc(C(F)F)n3n2)sc2c1CCCC2 | -15%
Cc1cccc(NC(=O)c2sc3nc4n(c(=O)c3c2C)N=C(c2ccc(F)cc2)CS4)c1C | -19%
O=C1NC2(CCN(Cc3ccsc3)CC2)COc2ccccc21 | u
CC(C)(C)C1CCc2c(sc3c2C(c2ccc(O)cc2)CC(=O)N3)C1 (configuration not stated) | -25%
